ssDAF-12 act – activators of S. stercoralis DAF-12 nuclear receptor; hit rate 1% among 370,000; HEK293 ssDAF-12/GRIP1 lit1-tk-luc reporter, luminescence; % of 3 µM dafachronic acid response; activation, % at 6.8 µM;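 active means activation above the mean over all tested compounds plus 3 SD, cut at about 0.9% in these data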;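 further: 0% = DMSO-only wells and 100% = 3 µM delta7-dafachronic acid wells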
SMARCA2 act – increases SMARCA2 function in MMTV reporter cells. MG213 cells, MMTV-luciferase reporter, dexamethasone, overnight. activation, % at 9.1 µM. hit rate 1% among 370,000. AID 652017; in the data active means activation above about 7.8%;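 further: 0% = vehicle wells and 100% = reference activator wells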
GAA850 FXN act – frataxin GAA850 promoter activation; AID 540364; HEK293 lucGAA850 FXN promoter luciferase reporter, 24 h; percent of 10 µM SAHA response; hit rate 0.56% among 360,000; activation, % at 6 µM;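 active means activation above the average of all compounds screened plus 3 SD, cutoff fixed separately per campaign, cut at about 7.5% in these data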;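 further: 0% = DMSO wells and 100% = 10 µM SAHA wells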
proKLK7 act – activates the human kallikrein-7 zymogen. purified proKLK7, EDANS-DABCYL substrate fluorescence; 100% is mature enzyme control, 0% vehicle. hit rate 0.9% among 370,000. P49862. activation, % at 7 µM. AID 652039;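 active means activation above the mean of all tested compounds plus 3 SD, computed per campaign excluding outliers beyond control limits, cut at about 13% in these data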
Target sequence (P49862 whole entry, looked up): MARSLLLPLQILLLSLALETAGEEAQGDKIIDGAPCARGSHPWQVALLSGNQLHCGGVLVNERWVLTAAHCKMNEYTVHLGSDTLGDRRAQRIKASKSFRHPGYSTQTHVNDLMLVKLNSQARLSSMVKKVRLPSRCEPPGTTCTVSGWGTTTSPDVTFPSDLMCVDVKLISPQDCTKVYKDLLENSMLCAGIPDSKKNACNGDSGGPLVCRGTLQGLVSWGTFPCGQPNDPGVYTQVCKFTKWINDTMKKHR
hgDAF-12 ag – hgDAF-12 agonism, primary luciferase screen; HEK293 GAL4-hgDAF12 UAS-luciferase reporter, agonist luminescence; normalized to butyrate control; activation, % at 6.8 µM; hit rate 1.8% among 370,000; AID 687014;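 active means activation above a cutoff set at the mean of all screened compounds plus 3 SD, cut at about 10% in these data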;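 further: 0% = DMSO wells and 100% = sodium butyrate wells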
NPR2 activator – GC-B (human) receptor activation. P20594. HEK293-GC-B cells, CNP EC30, cGMP TR-FRET; 0% at EC30 CNP, 100% saturating CNP. activation, % at 10 µM. hit rate 0.11% among 370,000. AID 1920062;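 active means activation at 10 µM reaching about 35% in either raw or pattern-adjusted values, limit read from the data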
hcDAF12 agonist – activates DAF-12 receptor from parasite H. contortus. AID 652067. hit rate 1.4% among 370,000. activation, % at 6.8 µM. HEK293 hcDAF-12 lit1-tk-luc reporter, luminescence; 0% DMSO, 100% Δ7-dafachronic acid;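 active means activation above the mean of all tested compounds plus 3 SD, cut at about 5.5% in these data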;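 further: 100% = response to 3 µM Δ7-dafachronic acid high control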
HGIII-sPLA2 inh – Blocks human group III sPLA2 activity; Q9NZ20; QFRET BODIPY PC-A2 liposome hydrolysis, fluorescence; inhibition, % at 12.2 µM; hit rate 0.56% among 370,000;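 active means inhibition above mean plus 3 SD of compounds lying within the high and low control bounds, cut at about 19% in these data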;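 further: 0% = median of test compound wells and 100% = no enzyme DMSO wells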
Target sequence (Q9NZ20 whole entry, looked up): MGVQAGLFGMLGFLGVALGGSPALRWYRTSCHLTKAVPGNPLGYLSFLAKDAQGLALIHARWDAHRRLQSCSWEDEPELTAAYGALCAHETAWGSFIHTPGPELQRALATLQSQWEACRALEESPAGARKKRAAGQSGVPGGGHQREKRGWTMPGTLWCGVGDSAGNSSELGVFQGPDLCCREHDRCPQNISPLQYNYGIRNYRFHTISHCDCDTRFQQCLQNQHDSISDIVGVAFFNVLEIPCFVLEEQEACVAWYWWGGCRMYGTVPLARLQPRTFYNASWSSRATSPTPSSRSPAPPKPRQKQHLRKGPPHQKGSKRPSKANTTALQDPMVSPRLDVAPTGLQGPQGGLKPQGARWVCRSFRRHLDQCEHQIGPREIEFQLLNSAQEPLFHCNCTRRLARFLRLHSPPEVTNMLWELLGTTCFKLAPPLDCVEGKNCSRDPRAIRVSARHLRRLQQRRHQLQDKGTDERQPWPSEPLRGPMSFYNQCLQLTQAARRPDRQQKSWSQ
DAX1 inh-1 – NR0B1 (DAX1) inhibition | P51843 | HEK293 Gal4-DAX1 luciferase reporter, luminescence | inhibition, % at 6.75 µM | hit rate 0.99% among 340,000 | AID 504766;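 active means inhibition above the mean over all tested compounds plus 3 SD, cut at about 4.2% in these data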;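 further: 0% = DAX1-transfected cells with DMSO and 100% = empty-vector control cells with DMSO; inhibition shows as a rise in luminescence from relieved DAX1 repression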
Target sequence (P51843 207-470 limits assumed): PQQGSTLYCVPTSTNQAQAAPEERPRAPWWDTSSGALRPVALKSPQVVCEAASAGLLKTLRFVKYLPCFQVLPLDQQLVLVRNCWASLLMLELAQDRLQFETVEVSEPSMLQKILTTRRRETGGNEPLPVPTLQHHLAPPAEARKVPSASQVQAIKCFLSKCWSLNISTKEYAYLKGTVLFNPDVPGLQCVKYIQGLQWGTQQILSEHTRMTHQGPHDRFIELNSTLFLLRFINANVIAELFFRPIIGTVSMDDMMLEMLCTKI
NPR1 activator – GC-A (human) enzyme activation; P16066; HEK293 GC-A cells, cGMP TR-FRET, EC30 ANP; 0% at EC30 ANP, 100% saturating ANP; activation, % at 10 µM; hit rate 0.14% among 370,000; AID 1671463; in the data active means activation above about 40%
DAX1 inh-2 – blocks DAX1 repression of SF-1 activated StAR promoter; inhibition, % at 6.8 µM; hit rate 1.1% among 370,000; AID 652010; HEK293T StAR-luciferase reporter, SF-1/DAX-1 repression relief;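 active means inhibition above the mean over all tested compounds plus 3 SD, cut at about 3.6% in these data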;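 further: 0% = DAX-1 cells with DMSO and 100% = cells lacking DAX-1 with DMSO; higher inhibition means more luminescence from relief of DAX-1 repression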
The depositor's hits bear a star; · = no result given.

SMILES	ssDAF-12 act	SMARCA2 act	GAA850 FXN act	proKLK7 act	hgDAF-12 ag	NPR2 activator	hcDAF12 agonist	HGIII-sPLA2 inh	DAX1 inh-1	NPR1 activator	DAX1 inh-2
COc1ccccc1NC(=S)N(CCCN1CCOCC1)Cc1cccs1	-1.4	8	-0.3	0.4	3.9	0	-1.2	4	-1.5	-8	-0.9
Cc1cccc(-n2c(N)cc(=O)[nH]c2=S)c1C	-0.3	0	-1.1	-0.3	-0.5	-5	-0.9	2	0.8	-2	0.1
COC(=O)[C@]12C[C@H](CC(=O)NCc3ccccc3)C(=O)N(Cc3ccc(Cl)cc3Cl)C1=C[C@H](C(C)C)O[C@@H]2C1CC1	-1.4	-3	·	-0.5	5.2	-9	-3.0	-14	·	-19	0.0
CC(=O)c1ccc(NC(=O)c2ccc(NC(=O)CCS(=O)(=O)c3cccs3)cc2)cc1	-1.7	2	3.1	-0.2	-0.7	-1	-0.4	-4	0.9	2	0.8
Nc1nc2c(ncn2[C@@H]2O[C@H](CNS(=O)(=O)c3cccnc3)[C@@H](O)[C@H]2O)c(=O)[nH]1	-1.6	-2	·	0.2	2.1	17	-2.4	5	·	21	2.7
CNc1nc(OC)nc(N2CCOCC2)n1	-1.0	-2	3.4	-0.7	0.8	-3	-2.6	1	-1.0	0	0.6
O=C(CS(=O)(=O)c1ccc(C(F)(F)F)cn1)NNC(=O)c1ccccc1	-1.8	-1	0.1	0.3	0.0	-1	0.0	3	0.9	0	-0.6
Cc1cc(-c2ccccc2)nc(N(C)NC(=O)c2cccc(C(F)(F)F)c2)c1S(C)(=O)=O	-1.2	-1	0.2	-0.7	0.6	1	-1.1	-4	0.3	-7	0.0
Cn1c(SCC(=O)N2CCCCC2)nnc1-c1ccc(S(=O)(=O)N2CCOCC2)cc1	-1.6	-1	0.0	0.9	-0.3	2	-0.3	4	-0.3	2	-0.3
O=C(CSc1nc(-c2ccccc2)cc(=O)[nH]1)N1CCOCC1	-1.2	0	0.8	0.1	2.2	3	-0.6	-2	-0.7	3	0.8
CCCCn1c(N)c(N(CCC(C)C)C(=O)c2cc(CC)c(C)s2)c(=O)[nH]c1=O	-1.6	2	-0.1	-0.2	-1.7	4	-0.7	-1	1.7	-4	1.5
CC(NC(=O)c1cc2c(=O)n3ccccc3nc2n(CC2CCCO2)c1=N)c1ccccc1 (stereo unspecified)	-0.3	2	-1.2	12	2.2	1	0.5	7	0.2	17	-0.1
Cc1ccccc1C(=O)N1CCC(C(=O)NN2C(=O)NC3(CCC(C)CC3)C2=O)CC1 (stereo unspecified)	-1.1	-2	-0.6	0.1	0.7	1	-0.5	-2	0.9	2	-0.3
Cc1ccc(S(=O)(=O)CCC(=O)OCC(=O)Nc2cc(C)on2)cc1	-1.2	-2	-0.1	0.1	-1.9	-2	1.5	-5	1.0	-4	-0.8
O=C(Nc1nc(-c2ccccc2)cs1)c1ccc(S(=O)(=O)N2CCc3ccccc32)cc1	-1.9	-4	1.7	14*	-4.8	-1	-4.3	-17	-0.3	0	-4.3
CCn1nccc1C(=O)Nc1cc(Cl)ccc1Cl	-1.1	0	1.0	-0.5	0.9	0	-1.2	-6	1.2	0	-0.1
Cc1[nH]c2ccccc2c1N=Nc1ccc(F)cc1	-0.4	0	2.7	1.3	2.3	-7	3.0	5	-0.8	9	-1.8
CC(NS(=O)(=O)c1cc(C(F)(F)F)ccc1Cl)C(=O)N(C)C1CCN(C)CC1 (stereo unspecified)	-0.6	-3	-0.8	0.2	-0.9	0	0.6	-4	0.8	2	0.1
COc1cc2ccccc2cc1C(=O)N1CCN(c2ccccc2O)CC1	-1.4	0	-2.0	0.5	-0.7	-1	0.6	-6	-0.4	-4	-2.1
COC(=O)Nc1c(C(=O)OC)cc(OC)c(OC)c1OC	-0.7	3	-3.9	-0.3	-0.2	5	-1.3	6	1.3	3	-0.4

Exported with values under each structure: part of the list above
Screens in order – ssDAF-12 act, SMARCA2 act, GAA850 FXN act, proKLK7 act, hgDAF-12 ag, NPR2 activator, hcDAF12 agonist, HGIII-sPLA2 inh, DAX1 inh-1, NPR1 activator, DAX1 inh-2
O=C(CSc1nc(-c2ccccc2)cc(=O)[nH]1)N1CCOCC1
 : -1.2, 0, 0.8, 0.1, 2.2, 3, -0.6, -2, -0.7, 3, 0.8
CCCCn1c(N)c(N(CCC(C)C)C(=O)c2cc(CC)c(C)s2)c(=O)[nH]c1=O
 : -1.6, 2, -0.1, -0.2, -1.7, 4, -0.7, -1, 1.7, -4, 1.5
CC(NC(=O)c1cc2c(=O)n3ccccc3nc2n(CC2CCCO2)c1=N)c1ccccc1 (stereo unspecified)
 : -0.3, 2, -1.2, 12, 2.2, 1, 0.5, 7, 0.2, 17, -0.1
Cc1ccccc1C(=O)N1CCC(C(=O)NN2C(=O)NC3(CCC(C)CC3)C2=O)CC1 (stereo unspecified)
 : -1.1, -2, -0.6, 0.1, 0.7, 1, -0.5, -2, 0.9, 2, -0.3
Cc1ccc(S(=O)(=O)CCC(=O)OCC(=O)Nc2cc(C)on2)cc1
 : -1.2, -2, -0.1, 0.1, -1.9, -2, 1.5, -5, 1.0, -4, -0.8
O=C(Nc1nc(-c2ccccc2)cs1)c1ccc(S(=O)(=O)N2CCc3ccccc32)cc1
 : -1.9, -4, 1.7, 14*, -4.8, -1, -4.3, -17, -0.3, 0, -4.3
CCn1nccc1C(=O)Nc1cc(Cl)ccc1Cl
 : -1.1, 0, 1.0, -0.5, 0.9, 0, -1.2, -6, 1.2, 0, -0.1
Cc1[nH]c2ccccc2c1N=Nc1ccc(F)cc1
 : -0.4, 0, 2.7, 1.3, 2.3, -7, 3.0, 5, -0.8, 9, -1.8

Carrying on.
SMILES	ssDAF-12 act	SMARCA2 act	GAA850 FXN act	proKLK7 act	hgDAF-12 ag	NPR2 activator	hcDAF12 agonist	HGIII-sPLA2 inh	DAX1 inh-1	NPR1 activator	DAX1 inh-2
Cc1cc(N=Nc2c(O)c3ccccc3[nH]c2=O)ccc1N=Nc1ccc(C(=O)N(C)C)cc1	0.1	-2	1.3	-0.9	3.0	4	4.0	12	1.1	2	-0.1
COc1ccc(CCC(=O)OCC(=O)c2cccc(OC)c2)cc1	-0.2	-4	-0.1	-0.4	0.6	1	-1.0	13	0.8	1	-0.3
COc1ccc(S(=O)(=O)NCc2ccc(F)cc2)cc1OC	-1.6	-1	0.8	-0.2	0.0	1	-0.3	1	1.1	2	1.4
Cc1cc(C)c(NC(=O)CNC(=O)COC(=O)Cc2ccccc2C)c(C)c1	-1.0	2	-0.6	0.1	-1.7	-7	-1.4	5	0.2	4	-0.8
Cc1cccc(NC(=O)CN2C(=O)c3ccccc3C2=O)c1C	-1.1	1	-0.1	0.0	0.3	-3	-2.5	-4	2.8	-1	-0.7
Cc1ccc(C(=O)NCC(c2ccc(F)cc2)N2CCOCC2)cc1S(=O)(=O)N1CCOCC1 (stereo unspecified)	-0.7	-3	-2.7	0.1	-0.8	0	-0.2	4	-0.4	0	-0.5
COc1ccc(C(=O)COC(=O)CN2C(=O)NC(C)(C)C2=O)cc1OC	-1.2	-3	0.5	-0.7	0.7	5	-1.5	-3	0.2	4	1.2
Cc1ccc(CNC(=O)c2ccc3c(c2)NC(=O)C(N2CCOCC2)S3)cc1 (stereo unspecified)	-2.0	-2	2.0	0.7	0.1	2	-2.1	-4	-1.5	3	-0.6
CCOCCCNC(=S)N1CCCN(c2nc3c(C)c(C)ccc3cc2C#N)CC1	-1.7	-2	1.1	-2.7	3.1	-15	-2.1	-17	3.9	-15	-0.5
COc1ccc(N/C=C/C(=O)C(C)(C)C)cc1	-0.9	7	-0.6	-0.6	-4.3	4	1.5	5	0.6	1	-0.2
COC(=O)CSc1nc(NC(C)C)nc(N2CCOCC2)n1	-1.2	0	0.3	-0.1	-0.1	3	-0.8	5	0.3	5	-0.3
CC(C)N(C(=O)CSc1nnc(-c2cc3ccccc3cc2O)n1Cc1ccco1)C(C)C	-2.3	-3	-3.0	-1.3	-2.4	1	-3.4	-68	-2.1	2	-1.4
N#Cc1cnn2c(-c3cccc([N+](=O)[O-])c3)ccnc12	-1.4	-1	2.4	0.5	1.7	-3	-2.5	8	-0.6	-4	-1.1
CCNc1nc(SCC(=O)OC)nc(N(C)C)n1	-1.8	-2	1.5	0.7	0.6	-1	-1.8	-1	-0.1	0	0.0
COC(=O)c1ccc(Nc2cc(C)nc3nc(C)nn23)cc1	-1.7	-2	1.6	-0.3	0.0	-1	-2.1	7	0.1	-3	0.4
O=[N+]([O-])c1ccc(NC2CCCCC2)nc1	-0.4	-2	-0.2	0.1	-1.0	-2	-2.0	6	0.2	-2	-0.1
O=C(/C=C\c1cn(-c2ccccc2)nc1-c1ccc2c(c1)OCCO2)N1CCOCC1	-2.0	3	0.8	1.4	-7.2	-6	-1.4	-12	-0.6	1	-1.1
O=C(COC(=O)C1(c2ccc(Cl)cc2)CCCC1)NCc1ccco1	-1.8	-3	1.1	0.4	-2.5	-5	-1.1	-6	-0.7	-9	-0.9
Cc1cccc(C)c1-n1nnnc1C(c1ccnc2ccccc12)N1CCN(c2ccccc2F)CC1 (stereo unspecified)	-1.4	0	·	0.1	1.6	-13	-1.5	2	·	-4	-0.4
CC(=O)C1=C(c2ccccc2)NC(=O)NC1c1ccccc1 (stereo unspecified)	-1.6	-3	1.3	-0.2	1.4	3	2.6	5	0.5	-2	0.0
O=C(Cc1cccs1)Nc1nnc(SCc2ccc(C(F)(F)F)cc2)s1	-1.0	-5	2.9	-0.1	1.7	3	-2.9	-4	-0.2	2	0.2
Cc1ccc(S(=O)(=O)c2nc(C)oc2N2CCOCC2)cc1	-0.9	-3	1.8	0.3	3.3	3	-0.3	3	0.8	4	-0.1
COc1ccc(CC(=O)N2CCC(CCC(=O)Nc3ccccc3)CC2)cc1	-1.1	-2	0.0	-1.1	-1.1	-2	-1.0	2	1.0	4	0.9
COc1cc(/C=C/C(=O)N(Cc2ccccc2)c2ccccn2)cc(OC)c1OC	-1.8	-3	2.0	0.1	-2.4	2	-0.9	-3	-0.2	2	-1.0
Cc1ccc(S(=O)(=O)N2CCN(C(=O)CN3CCc4ccccc4C3)CC2)cc1	-1.5	-1	2.4	0.5	-1.0	6	-0.4	-5	1.6	3	-0.6
COc1ccccc1Oc1ccc(S(=O)(=O)N2CCCCC2)cc1NC(=O)CCNC(C)=O	-1.2	-1	-1.4	1.3	2.8	-3	-0.5	-1	0.1	1	0.2
COc1ccc(NC(=O)c2nn(C)c3c2CS(=O)(=O)c2ccccc2-3)cc1	-1.4	3	0.1	-0.5	-2.0	-6	-0.6	2	0.3	3	-1.7

Screening results (PubChem BioAssay)

Rows were taken by chance, and some 6.7% of all compounds hit somewhere here.
